Screening data as filed in PubChem.
FUS suppressor: rescues growth of FUS-expressing yeast; S. cerevisiae FUS-expressing, growth rescue, OD600, 24 h; Potency, µM (highest dose often 76.6 µM), for inactives: top-dose growth rescue (activation), most hits filed as activators; 0.24% of 390,000 active;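 note: potency is the fitted concentration of half-maximal effect; plate controls were DMSO vehicle for no effect and reference control for full effect; nearly all actives have a fitted effect of over 55% in size; some results filed as inactive show a strong effect at the top dose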
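Quantitative HTS measuring growth restoration of FUS-toxic yeast. Galactose-induced cells (OD 0.005) were exposed 24hr at 30C to compounds at several concentrations, then absorbance at 600 nm was recorded.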
PTHR1 ag: PTHR1 (human) receptor agonism. HEK293 GP2 PTHR1 cells, GloSensor cAMP luminescence, 1 h. Potency, µM (doses to about 115 µM), without a hit: at the top dose activation, hits mostly activators. 0.075% of 410,000 active; note: potency is the fitted concentration of half-maximal effect; nearly all actives have a fitted effect of over 55% in size; some results filed as inactive show a strong effect at the top dose; inactives centre near -15; many of its hits are not listed in these tables
Target sequence (Q03431 whole entry, looked up): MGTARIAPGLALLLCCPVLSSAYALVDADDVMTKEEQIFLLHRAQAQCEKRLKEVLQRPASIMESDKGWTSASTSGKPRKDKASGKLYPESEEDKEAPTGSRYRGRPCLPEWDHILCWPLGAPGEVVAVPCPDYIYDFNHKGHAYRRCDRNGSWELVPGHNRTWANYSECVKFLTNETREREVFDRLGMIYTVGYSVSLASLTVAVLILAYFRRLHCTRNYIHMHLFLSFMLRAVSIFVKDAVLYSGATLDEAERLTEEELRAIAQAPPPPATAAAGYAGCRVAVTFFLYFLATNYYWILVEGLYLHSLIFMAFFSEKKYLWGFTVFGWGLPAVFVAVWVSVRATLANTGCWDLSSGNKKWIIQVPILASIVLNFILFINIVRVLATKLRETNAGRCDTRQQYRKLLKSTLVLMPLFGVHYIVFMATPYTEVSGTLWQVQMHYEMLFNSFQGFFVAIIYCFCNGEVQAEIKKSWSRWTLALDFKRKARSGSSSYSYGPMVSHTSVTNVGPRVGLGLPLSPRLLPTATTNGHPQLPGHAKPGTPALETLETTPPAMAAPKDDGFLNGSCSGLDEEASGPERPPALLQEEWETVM
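HEK-293-derived GP2 cells expressing PTHR1 and a GloSensor cAMP reporter, 3,000/well, plated overnight, given luciferin plus IBMX (each 0.5 mM as added) for 1 h at 37 °C, then compound for 1 h at 37 °C. Luminescence was read after 15 min at room temperature.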
Abeta rescue: compounds reversing amyloid beta toxicity in yeast; AID 1347071; yeast expressing A-beta42, growth rescue, OD600, 48 h; response scale: 0% DMSO, 100% iron-clioquinol control; 0.063% of 410,000 active; Potency, µM (highest dose often 46.1 µM), for inactives: top-dose growth rescue, hits mostly activators; note: potency is the fitted concentration of half-maximal effect; nearly all actives have a fitted effect of over 55% in size
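Yeast growth medium received pinned compounds, then yeast cells expressing toxic A-beta were added; plates incubated at 30 C for 48 hr. Growth read as absorbance at 600 nm, normalized to DMSO and equimolar FeCl3 plus clioquinol controls.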
pAkt inh: blocks phosphorylation of Akt. AID 651550. 0.32% of 360,000 active. Neuro2A IGF-stimulated pAkt S473 HTRF, 20 min; active compounds read low. activity change, % for hits at 50 µM; in the data active = activity change below about -80%; inconclusive = mostly about -51% to -80%; note: % is set by controls: 0 for no effect and ±100 for the full control effect
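Neuro2A cells in DMEM with 0.5% FBS, overnight at 37 deg C, given compound at single 50 µM final, then IGF (6 nM final) for 20 min at 37 deg C. Lysed; phospho-Akt Ser473 by HTRF after 24 h, 665/615 ratio.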
aSyn rescue: alpha-synuclein toxicity inhibition in yeast | 0.14% of 370,000 active | Yeast expressing alpha-synuclein, growth rescue, BacTiter-Glo, 24 h | Potency, µM (highest dose often 46.1 µM), for inactives: at the top dose growth rescue (activation), actives largely listed as activators; note: potency is the fitted concentration of half-maximal effect; % of control where 0% means no effect; nearly all actives have a fitted effect of over 65% in size
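Screening used galactose-induced yeast with toxic alpha-synuclein levels, exposed to compound for 24 hr at 30 deg C. Cell growth, read with BacTiter-Glo luminescence, gave the measured signal.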
GLP-1R inv ag: inverse agonists of human GLP-1 receptor | 1.6% of 410,000 active | HEK293 GLP-1R CRE-luciferase, luminescence, 24 h; GLP-1R form is constitutively active | P43220 | Potency, µM (highest dose often 38.3 µM), inactives show top-dose activity change, negative = inhibition, most hits filed as inhibitors; note: potency is the fitted concentration of half-maximal effect; % is set by controls: 0 for no effect and ±100 for the full control effect; nearly all actives have a fitted effect of over 55% in size
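Assay principle: reduced luminescence from a cAMP-responsive reporter in HEK293 cells co-expressing a constitutively active GLP-1R. Conditions: 24 hr compound incubation, 37 deg C, 5% CO2.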
TDP-43 yeast inh: TDP-43 toxicity inhibition in yeast; TDP-43 expressing yeast growth rescue, BacTiter-Glo, 24 h; Potency, µM (highest dose often 46.1 µM), for inactives: at the top dose growth rescue (activation), usual class: activators; 1.8% of 410,000 active; AID 652104; note: potency is the fitted concentration of half-maximal effect; % of control where 0% means no effect; nearly all actives have a fitted effect of over 50% in size
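Galactose-induced TDP-43 yeast, OD600=0.02, compound pinned; 24 hr, 30 deg C; BacTiter-Glo luminescence for growth. Inhibitors of TDP-43 toxicity read as activators.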
D3 antag: D3 dopamine receptor (human) antagonism; P35462; D3R cells, DiscoveRx beta-arrestin luminescence, antagonist mode; active compounds read low; max response, negative = inhibition, %; 2.5% of 360,000 active; AID 652054; in the data active = max response below about -50%; inconclusive = no clear call, values can overlap the other calls; note: % is set by controls: 0 for no effect and ±100 for the full control effect; mostly tested at two doses, the higher about 12 µM
Target sequence (P35462 whole entry, looked up): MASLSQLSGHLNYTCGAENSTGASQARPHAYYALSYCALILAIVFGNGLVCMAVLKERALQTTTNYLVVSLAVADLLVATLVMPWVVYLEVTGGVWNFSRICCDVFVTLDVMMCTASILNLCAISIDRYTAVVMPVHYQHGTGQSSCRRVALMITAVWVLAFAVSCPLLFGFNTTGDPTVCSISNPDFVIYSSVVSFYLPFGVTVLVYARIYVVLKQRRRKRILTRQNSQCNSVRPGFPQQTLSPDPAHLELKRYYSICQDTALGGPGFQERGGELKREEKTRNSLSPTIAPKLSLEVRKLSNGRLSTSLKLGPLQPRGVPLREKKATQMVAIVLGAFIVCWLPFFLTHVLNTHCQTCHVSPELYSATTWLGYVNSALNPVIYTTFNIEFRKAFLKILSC
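Cells expressing the human receptor were seeded at 1500 cells/well, incubated overnight at 37 degrees C in 5% CO2, then exposed to library compounds with dopamine controls for 90 minutes at 37 degrees C before luminescent detection.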
GLP1R ag: GLP-1 receptor (human) agonism. HEK293 GLP-1R CRE-luciferase, luminescence, 4-6 h; cells express a hypersensitive GLP-1R form. Potency, µM (top dose mostly 45.6 µM), for the others: top-dose activation, hits mostly activators. 0.007% of 380,000 active. AID 624172; note: potency is the fitted concentration of half-maximal effect; % of control where 0% means no effect
Starred values were filed as active, the others as inactive; i = inactive; ? = inconclusive; nt = no result given; [ ] = dose if it differs, or a comment. Unless noted, calls come from the whole dose curve; as a rule, active = well fitted curve in the direction sought with a large enough effect; inconclusive = small, poorly fitted or top-dose-only effect, or another doubt; inactive = no such curve, though single readings can be large; an effect the other way counts as inactive or inconclusive.

SMILES	aSyn rescue	PTHR1 ag	pAkt inh	GLP-1R inv ag	GLP1R ag	D3 antag	FUS suppressor	Abeta rescue	TDP-43 yeast inh
CCN(C(=O)COC(=O)c1ccc(SC)cc1OC)C1CCS(=O)(=O)C1 (configuration not stated)	6%	i	i	4%	7%	7	-9%	-2%	11%
CCCCCCn1c(=O)[nH]c2nc3cc(N)ccc3nc2c1=O	2%	i	i	?	-5%	9	8%	9%	19%
COc1ccc(-c2noc(-c3ccccc3-c3ccccc3)n2)cc1OC	10%	-17%	i	?	-1%	4	18%	12%	-9%
C=CC1C(N2CCOCC2)C(C)(C)S1(=O)=O (configuration not stated)	-1%	-35%[inhibitor]	i	25%	2%	-3	-8%	?	2%
CC(=O)Nc1ccc(NC(=O)C(C)Oc2ccc(C)nc2[N+](=O)[O-])cc1 (configuration not stated)	0%	i	i	81%[activator]	1%	3	nt	4%	-21%
COc1ccc(NS(=O)(=O)c2ccc(O)c([N+](=O)[O-])c2)cc1S(=O)(=O)N1CCCCC1	0%	-15%	i	-3%	1%	-1	3%	10%	-12%
O=C(O)c1ccc(Oc2c(C(F)(F)F)oc3cc(O)ccc3c2=O)cc1	10%	-8%	i	?	0%	8	1%	5%	-19%
NC(c1ccccc1)c1cccs1 (configuration not stated)	0%	-21%	nt	26%	1%	3	-12%	-24%	9%
CCC(C)c1ccc(OCCn2ccnc2)cc1 (configuration not stated)	1%	-28%	i	-9%	19%	9	nt	-5%	-12%
CC(C)Nc1nc(-c2cccnc2)nc(-c2ccccc2)c1C#N	1%	-10%	i	5%	13%	0	-14%	-8%	25%
CCOc1ccc(NS(=O)(=O)c2ccc(NS(C)(=O)=O)cc2)cc1	-10%	-83%[inhibitor][57.5 µM]	i	-11%	5%	0	-14%	-5%	-9%
COCCNCCOCCOc1ccc(Cl)c(C)c1	-1%	-9%[57.5 µM]	i	?	-1%	-52*	-10%	-12%	-7%
CCCCCc1ccc(-c2ccc(/C=C/C(=O)O)cc2)nc1	?	0%	i	4%	-15%	17	nt	-8%	10%
CN(CC(=O)Nc1ccc(F)cc1)C(=O)COC(=O)CSc1ccc(F)cc1	4%	i	i	16%	-1%	-4	4%	3%	19%
COc1ccc(CCNc2nc(C)nc3c2nnn3Cc2ccccc2)cc1OC	-7%	-44%[inhibitor]	i	12%	2%	-8	11%	-16%	1%
Cc1ccc(C(c2ccccc2)c2c(C)[nH]c3ccccc23)s1 (configuration not stated)	-6%	-11%	nt	?	-3%	nt	13%	24%	?

An excerpt of these results, with two lines to a compound:
Screens in order: aSyn rescue, PTHR1 ag, pAkt inh, GLP-1R inv ag, GLP1R ag, D3 antag, FUS suppressor, Abeta rescue, TDP-43 yeast inh
COc1ccc(NS(=O)(=O)c2ccc(O)c([N+](=O)[O-])c2)cc1S(=O)(=O)N1CCCCC1
 : 0%, -15%, i, -3%, 1%, -1, 3%, 10%, -12%
O=C(O)c1ccc(Oc2c(C(F)(F)F)oc3cc(O)ccc3c2=O)cc1
 : 10%, -8%, i, ?, 0%, 8, 1%, 5%, -19%
NC(c1ccccc1)c1cccs1 (configuration not stated)
 : 0%, -21%, nt, 26%, 1%, 3, -12%, -24%, 9%
CCC(C)c1ccc(OCCn2ccnc2)cc1 (configuration not stated)
 : 1%, -28%, i, -9%, 19%, 9, nt, -5%, -12%
CC(C)Nc1nc(-c2cccnc2)nc(-c2ccccc2)c1C#N
 : 1%, -10%, i, 5%, 13%, 0, -14%, -8%, 25%
CCOc1ccc(NS(=O)(=O)c2ccc(NS(C)(=O)=O)cc2)cc1
 : -10%, -83%[inhibitor][57.5 µM], i, -11%, 5%, 0, -14%, -5%, -9%
COCCNCCOCCOc1ccc(Cl)c(C)c1
 : -1%, -9%[57.5 µM], i, ?, -1%, -52*, -10%, -12%, -7%
CCCCCc1ccc(-c2ccc(/C=C/C(=O)O)cc2)nc1
 : ?, 0%, i, 4%, -15%, 17, nt, -8%, 10%
CN(CC(=O)Nc1ccc(F)cc1)C(=O)COC(=O)CSc1ccc(F)cc1
 : 4%, i, i, 16%, -1%, -4, 4%, 3%, 19%

Further results:
SMILES	aSyn rescue	PTHR1 ag	pAkt inh	GLP-1R inv ag	GLP1R ag	D3 antag	FUS suppressor	Abeta rescue	TDP-43 yeast inh
CCOc1ccc(NC(=O)CSc2nnc(CNC(=O)c3ccco3)o2)cc1	-3%	-7%	i	20%	2%	0	33%	-4%	5%
CC(C)c1ccc(C2(C)NC(=O)N(C(C)C(=O)Nc3ccc(N4CCOCC4)cc3)C2=O)cc1 (configuration not stated)	-3%	i	i	15%	19%	0	22%	4%	-17%
COCCn1nnnc1C(c1cc2cc(OC)c(OC)cc2[nH]c1=O)N1CCN(c2ccc(O)cc2)CC1 (configuration not stated)	4%	-8%	i	16%	4%	1	29%	-12%	-9%
C=CCC(CC=C)(CNC(=O)C(=O)Nc1cc(C)ccc1OC)c1ccc(OC)c(OC)c1	nt	i	nt	2%	nt	nt	-5%	-12%	-14%
CC1CCc2nc(N)c(C#N)c(-c3cccn3C)c2C1 (configuration not stated)	4%	-17%[57.5 µM]	i	1%	0%	8	-19%	1%	5%
C=CCNC(=O)c1ccccc1NC(=O)c1ccc(Cl)c(S(=O)(=O)Nc2cc(C)ccc2C)c1	7%	-9%[57.5 µM]	i	0%	2%	9	29%	17%	-5%
O=C(CSC1=NS(=O)(=O)c2cc(Cl)ccc2N1)NCc1ccccc1	-1%	i	i	1%	7%	3	-8%	17%	9%
CC1CCCC(C)N1C(=O)COC(=O)c1cccs1 (configuration not stated)	-3%[1.84 µM]	-17%	i	-16%	-5%	9	15%	-3%	-7%
CC(Sc1nnc(C2CC2)n1C1CC1)C(=O)NC1(C#N)CCCCC1 (configuration not stated)	2%	9%	i	8%	1%	-15	nt	-38%[inhibitor]	-16%
CN(CC(=O)Nc1ccc(Cl)c(C(F)(F)F)c1)C(=O)c1ccc2c(c1)NC(=O)CS2	-5%	-5%	i	?	-7%	0	19%	4%	-2%
Cc1cccc(C(=O)NCCc2nnc(SCC(=O)Nc3cccc(C(=O)O)c3)n2C)c1	3%	i	i	5%	-1%	-12	6%	24%	4%
CCN1CCc2nc3sc(C(=O)N4CCc5ccccc5C4)c(N)c3cc2C1	4%	i	i	1%	5%	-18	41%	-7%	-4%
Fc1ccc(Nc2ncnc3onc(-c4ccc(Cl)cc4)c23)cc1Cl	nt	-44%[inhibitor]	nt	6%	3%	nt	-9%	-1%	?
CCC(C(=O)NCCc1ccc(OC)c(OC)c1)n1nc(C)n2c(cc3occc32)c1=O (configuration not stated)	2%	i	i	21%	-4%	-5	17%	2%	3%
O=C(CCC1CCCN(C(=O)CCN2CCCCC2=O)C1)NCc1ccccc1F (configuration not stated)	4%	i	i	-6%	12%	0	4%	2%	-11%
CCC1([N+](=O)[O-])COC(c2ccc(OC)cc2)OC1 (configuration not stated)	0%	11%	i	2%	7%	-16	-17%	0%	-5%
Cc1cc(=O)n2c(C(=O)Nc3ccc(C)c(Cl)c3)c(C(=O)Nc3ccccc3)sc2n1	nt	i	nt	0%	nt	nt	-7%	-6%	16%
O=C(CSc1ccc2nnc(-c3ccncc3)n2n1)Nc1ccc2c(c1)OCO2	5%	-43%	i	17%	-3%	20	-2%	12%	19%
NC(=O)C1CCN(C(=O)c2cn(-c3ccccc3)nc2-c2cccnc2)CC1	-2%	i	i	4%	9%	-14	11%	5%	-6%
COc1cc(-c2nnc(SCCOc3ccccc3)o2)cc(OC)c1OC	nt	i	nt	5%	nt	nt	12%	-17%	29%
O=C(NCCc1ccccc1)c1ccc(CSc2nc3ccncc3n2Cc2cccc(F)c2)cc1	nt	-4%	nt	?	nt	nt	38%	-9%	8%
Cc1ccc(-c2cccc(=O)o2)cc1	0%	i	i	16%	nt	-6	-11%	-9%	41%
Cc1nc2ccc(NC(=O)c3oc4ccc(F)cc4c3C)cc2s1	-4%	-26%	i	17%	0%	24	-3%	-11%	19%
CC(C)c1ccc(NC(=O)C2CC(=O)N=C(N)S2)cc1 (configuration not stated)	1%	i	i	21%	-2%	12	5%	-10%	5%
CC(C)CN(C(=O)COC(=O)c1ccc([N+](=O)[O-])s1)c1c(N)n(Cc2ccccc2)c(=O)[nH]c1=O	0%	i	i	0%	-13%	20	17%	8%	?
CCOCCCN1C(=O)CN(C2CCCCCC2)C(=O)C1c1ccc(OC(C)C)c(OC)c1 (configuration not stated)	nt	11%	nt	10%	nt	nt	24%	-5%	-16%
CCOC(=O)C1=C(C)S/C(=C\N(C)C)C1=O	1%	-8%	i	3%	-3%	2	-11%	-36%[inhibitor]	-37%[inhibitor]
CC(CCc1ccccc1)NC(=O)c1cncc(Br)c1 (configuration not stated)	-7%	i	nt	-18%	-15%	-13	-7%	14%	4%
O=C(OCC(=O)c1cccs1)C1=COCCO1	-7%	i	i	3%	-3%	-5	22%	-7%	-10%
CCOC(=O)c1csc(NC(=O)c2ccc3c(c2)OCCO3)n1	-25%	-4%	i	?	-1%	-2	7%	-4%	2%
CCN1CCCCC(=N/O)/C(=N/O)CCCC1	-4%	i	i	-12%	-1%	-5	-34%	-2%	-6%
NC(=O)c1cccn1Cc1cccc(Cl)c1	1%	i	i	0%	-4%	13	23%	10%	6%
COc1cccc2c1C1(O)C2CCCCCCCCCC12OCCCO2 (configuration not stated)	19%	i	i	-10%	3%	-22	nt	-8%	?

This is a subset; the hit share may differ from the screen's.
